PGK inhibitor = inhibitors of T. brucei phosphoglycerate kinase; P07378; PGK/GAPDH coupled, Kinase-Glo luminescence, 60 min; Potency, µM (doses to about 57.5 µM), for inactives: at the top dose activity change, negative = inhibition, usual class: inhibitors; actives 0.043% (n = 380,000); further: on the % scale 0 is the no-effect control and ±100 the full control effect; nearly all actives have a fitted effect of over 60% in size
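Luminescent ATP detection (Kinase-Glo Plus) follows a 60-minute room-temperature incubation, with wells lacking PGK as controls. Buffer: 100 mM TEA (pH 7.6), 5 mM MgCl2, 0.01% Tween-20. Coupling enzyme GAPDH (100 nM final) supplies unstable 1,3-BPG in-well.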
HP1b binding inh = blocks HP1-beta chromodomain binding to methylated histone tails | AID 540317 | P83916 | actives 0.56% (n = 390,000) | AlphaScreen HP1-beta / biotin-H3K9me3 peptide binding | Potency, µM (top dose mostly 114 µM), without a hit: top-dose activity change, negative = inhibition, hits mostly inhibitors; further: nearly all actives have a fitted effect of over 70% in size; inactives centre near 23
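AlphaScreen: HP1-beta (50 nM) preformed 30 min with biotin-H3(1-18)K9me3 peptide (50 nM) in PBS pH 7.4, 0.01% Tween-20. Compound added for 30 min at RT, then streptavidin donor/nickel chelate acceptor beads (10 ug/mL) for 30 min.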
Pol iota inh = inhibitors of human DNA polymerase iota; actives 1% (n = 390,000); Pol iota fluorescent replication assay, 10 min; AID 588590; Potency, µM (top dose mostly 115 µM), for the others: at the top dose activity, negative = inhibition, most hits filed as inhibitors
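Pol iota at 10 nM preincubated 15 min with compounds at room temperature; reaction started with fluorescent substrate, 50 nM final. Fluorescence read kinetically at 0 and 10 min; buffer-only wells as negative control.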
G9a block = inhibitors of human histone lysine methyltransferase G9a | G9a H3K9 monomethylation, AlphaScreen, 2 h | Potency, µM (top dose mostly 102 µM), without a hit: top-dose activity, negative = inhibition, hits mostly inhibitors | AID 504332 | Q96KQ7 | actives 8.8% (n = 350,000); further: on the % scale 0 is the no-effect control and ±100 the full control effect; nearly all actives have a fitted effect of over 75% in size
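Signal arises when biotinylated H3K9 peptide, once monomethylated, bridges streptavidin donor and antibody-captured acceptor beads. Enzyme at 20 nM was preincubated 15 min with test compounds; peptide 500 nM and SAM 20 uM then reacted for 2 h.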
GLS inh = inhibitors of human glutaminase (GLS); O94925; Potency, µM (series often up to 45.5 µM), inactives show at the top dose activity change, negative = inhibition, usual class: inhibitors; AID 624170; GLS enzymatic activity, qHTS titration; actives 0.21% (n = 410,000); further: on the % scale 0 is the no-effect control and ±100 the full control effect
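Two-point fluorescence kinetic (t0, 30 min RT) for hKGA; glutamate detected via glutamate oxidase–HRP–Amplex Red. Substrate: 1 mM L-glutamine solution; buffer 45 mM KH2PO4, pH 8.2.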
Pin1 inh = human Pin1 inhibition | actives 0.009% (n = 390,000) | Pin1 FP peptide displacement, HiFluor488, 10 min | Potency, µM (series often up to 115 µM), for the others: at the highest dose activity, negative = inhibition, most hits filed as inhibitors; active means well fitted inhibition curve with a large enough effect in the polarisation, with a control signal flat, not every such curve was filed as active; inconclusive means small, poorly fitted or top-dose-only effect, or effect the other way, or a change in a side signal; inactive means no such curve, though single readings can be large or run the other way; the % refers to the polarisation; further: on the % scale 0 is the no-effect control and ±100 the full control effect
BLM helicase inh = Bloom syndrome helicase (human) inhibition; recombinant BLM DNA unwinding, fluorescence dequenching; Potency, µM (doses to about 56.1 µM), without a hit: at the highest dose activity change, negative = inhibition, usual class: inhibitors; actives 0.2% (n = 350,000); AID 2528;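 further: plate controls were vehicle for no effect and no enzyme for full effect; nearly all actives have a fitted effect of over 35% in size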
JMJD2A Tudor = blocks the human JMJD2A Tudor domain. O75164. AlphaScreen JMJD2A-Tudor / H3K4me3 peptide binding. Potency, µM (doses to about 114 µM), inactives show at the top dose activity change, negative = inhibition, actives largely listed as inhibitors. actives 4.4% (n = 390,000). AID 504339; further: on the % scale 0 is the no-effect control and ±100 the full control effect; nearly all actives have a fitted effect of over 50% in size
BAZ2B inh = inhibitors of human BAZ2B bromodomain; AlphaScreen BAZ2B-H3K14Ac peptide displacement; Potency, µM (doses to about 114 µM), without a hit: at the top dose activity change, negative = inhibition, hits mostly inhibitors; actives 4.4% (n = 360,000); further: on the % scale 0 is the no-effect control and ±100 the full control effect; nearly all actives have a fitted effect of over 60% in size
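AlphaScreen displacement: compounds (up to 110uM) incubated 30 min at room temperature with a preformed 50 nM BAZ2B/50 nM biotinylated H3K14Ac peptide complex in PBS pH 7.4 with Tween-20. Donor and acceptor beads at 10 ug/mL final added, 20 min light-protected before reading.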
Active calls of the source: *; i = inactive; u = inconclusive; x = no result given; [ ] = remark or other dose. Unless noted, the call rests on the fitted dose curve; in most records, active means well fitted curve in the direction sought with a large enough effect; inconclusive means small, poorly fitted or top-dose-only effect, or another doubt; inactive means no such curve, though single readings can be large; an effect the other way counts as inactive or inconclusive. Potency means the concentration at half of the fitted maximal effect. These rows are one share of the data; the hit share may differ from the screen's.

Order of results – HP1b binding inh	BLM helicase inh	PGK inhibitor	Pin1 inh	G9a block	GLS inh	Pol iota inh	BAZ2B inh	JMJD2A Tudor
1: C[C@@H]1O[C@@H](O[C@@H]2[C@@H](O)[C@H](OCCc3ccc(O)c(O)c3)O[C@H](CO)[C@H]2OC(=O)/C=C/c2ccc(O)c(O)c2)[C@H](O)[C@H](O)[C@H]1O
 : u	x	0%	2%	x	u	u	x	18µM*
2: CCC(C(=O)NCc1ccccc1Cl)n1c(=O)c2cccn2c2ccccc21 (stereo unspecified)
 : 20%	-4%	i	-6%	-31%[59 µM]	6%	2%	-11%	-21%
3: CCOc1ccc(C(=O)NCC(=O)N2CCN(Cc3ccccc3)CC2)cc1
 : 31%[57 µM]	x	9%	0%	x	0%	56%[activator]	x	0%
4: O=C(O)c1cc(-c2ccccc2)nn1CC1CC(c2cccnc2)=NO1 (stereo unspecified)
 : 49%[activator]	x	-6%	3%	x	-8%	21%	x	5%
5: C=CCc1ccccc1OCC(O)CNC(=O)c1ccccc1C(=O)O (stereo unspecified)
 : 30%	-3%	-14%	-6%	28%	5%	26%	-3%	-6%
6: CC(C)(C)c1cc(CP(=O)(c2ccccc2)c2ccccc2)cc(C(C)(C)C)c1O
 : 9%	-10%	-10%	u	17%[0.501 µM]	-7%	2%	10%	-32%
7: NS(=O)(=O)c1ccc(NC(=O)COC(=O)CCNC(=O)NC23CC4CC(CC(C4)C2)C3)cc1
 : 14%	-2%	0%	-1%	u	-3%	-3%	-6%	-1%
8: CC(C)(C)OC(=O)C[C@H]1C/C=C\C[C@@H](CC(=O)N[C@H](CO)Cc2ccccc2)C(=O)NC[C@@H](c2ccccc2)OC1=O
 : 40%[activator]	x	-8%	-11%	x	-1%	18%	x	-21%
9: CCCC(=O)C1CCN(Cc2ccccc2)CC1
 : 16%	0%	0%	2%	-2%	8%	7%	-30%	-10%
10: Cc1ccc(-c2nnc(Nc3ccc(OCC(N)=O)cc3)c3ccccc23)cc1S(=O)(=O)N(C)C
 : 29%	-6%	-5%	9%	-4%[59 µM]	58%[activator]	23%	-19%	-17%
11: CC(=O)Nc1cccc(NS(=O)(=O)c2cn(C)c(=O)n(C)c2=O)c1
 : 25%	2%	-9%	-2%	20%	2%	14%	-4%	-15%
12: Cc1ccc(C(=O)N/C(=C\c2cccc([N+](=O)[O-])c2)C(=O)OCN2C(=O)c3ccccc3C2=O)cc1
 : 21%	-2%	-7%	u	1%[59 µM]	-2%	u	3%	-18%
13: S=C(NCCc1ccccc1)NC1CCCCCC1
 : 22%	-5%	7%	-5%	8%[59 µM]	0%	2%	-3%	-2%
14: O=C(CCCN1C(=O)c2ccccc2C1=O)Nc1ccc(Br)cn1
 : 26%	2%	-8%	2%	-42%[12.7 µM]	-8%	-9%	-4%	7%
15: O=C(N/N=C/c1ccccc1)C1CCCN1C(=O)c1cc([N+](=O)[O-])cc([N+](=O)[O-])c1 (stereo unspecified)
 : 24%	-2%	i	-7%	-4%	-13%	0%	-19%	-2%
16: COc1cc(/C=N/Nc2ccc(Cl)c(C(=O)O)c2)ccc1OC(=O)c1ccco1
 : 8%	-1%	-1%	-20%	22µM*	0%	7%	u	-14%
17: COc1ccc(-c2ccc(CO)o2)cc1N
 : 16%	-7%	2%	4%	u	2%	101%[activator]	-38%	-19%[57.1 µM]
18: CC1=C(C(=O)NCc2ccc(Cl)cc2)C2(CCCCC2)OC1=O
 : 17%	-4%	i	-3%	-45%[59 µM]	-13%	14%	2%	-12%
19: O=C(Nc1noc2ccccc12)c1cccc(F)c1
 : 92%[activator]	0%	x	-3%	35%[59 µM]	7%	29%	27%	20%
20: CC(=O)c1ccc(NC(=O)c2cccc(N3C(=O)c4ccccc4C3=O)c2)cc1
 : 14%	-6%	-8%	2%	79µM*	0%	-24%	-31%	-5%
21: O=C(COC(=O)/C=C/c1ccco1)Nc1ccc(F)cc1Cl
 : 5%	0%	-16%	6%	u	0%	u	u	-16%
22: Nc1ccc2c(c1)OC1(CCCCC1)O2
 : u	-2%	-11%	-9%	-17%[59 µM]	0%	28%	u	56µM*
23: CC(=O)Cc1cc2cc([N+](=O)[O-])ccc2oc1=O
 : 16%	1%	i	-1%	-6%	1%	44%[activator]	-4%	-10%
24: C=Cc1ccc(Cn2c(=O)cc(C)c3c(C)nn(C)c32)cc1
 : 236%[activator]	1%	i	7%	121%[activator][59 µM]	7%	-1%	199%[activator]	76%[activator]
25: O=C(c1ccc(C(F)(F)F)cc1)C1CCCN(C(=O)c2cnccn2)C1 (stereo unspecified)
 : -13%[57 µM]	-2%	-5%	2%	x	12%	51%[activator]	9%	-15%
26: Cc1ccc(CNC(=O)c2ccc(-c3nc(CS(=O)(=O)c4ccc(C)cc4)c(C)o3)cc2)cc1
 : 9%	-11%	15%	8%	-37%[59 µM]	-1%	16%	-10%	-19%
27: Cc1cc(NC(=O)CCC(=O)N(CC(=O)NC2CCCC2)c2ccc(C)c(F)c2)no1
 : 11%	-2%	1%	-6%	-7%	6%	15%	-13%	-3%
28: COc1ccc2c(CC(=O)NCc3ccc4c(c3)OCO4)coc2c1
 : -19%	-7%	x	u	u	1%	u	50µM*	40µM*
29: CSC1=NC2(CCN(C(=O)NC3CCCCC3)CC2)N=C1c1ccc(C(C)(C)C)cc1
 : 30%	-7%	10%	1%	-11%[59 µM]	-4%	13%	4%[57.1 µM]	-4%
30: CCOc1ccc(CC(=O)Nc2nccs2)cc1OCC
 : -16%	-5%	-11%	24%	u	-5%	76%[activator]	-9%	-19%

One compound at a time, from the list above:
CSC1=NC2(CCN(C(=O)NC3CCCCC3)CC2)N=C1c1ccc(C(C)(C)C)cc1 is listed with HP1b binding inh: 30%; BLM helicase inh: -7%; PGK inhibitor: 10%; Pin1 inh: 1%; G9a block: -11%[59 µM]; GLS inh: -4%; Pol iota inh: 13%; BAZ2B inh: 4%[57.1 µM]; JMJD2A Tudor: -4%
O=C(c1ccc(C(F)(F)F)cc1)C1CCCN(C(=O)c2cnccn2)C1 (stereo unspecified) is listed with HP1b binding inh: -13%[57 µM]; BLM helicase inh: -2%; PGK inhibitor: -5%; Pin1 inh: 2%; G9a block: x; GLS inh: 12%; Pol iota inh: 51%[activator]; BAZ2B inh: 9%; JMJD2A Tudor: -15%

(cont.)
Order of results – HP1b binding inh	BLM helicase inh	PGK inhibitor	Pin1 inh	G9a block	GLS inh	Pol iota inh	BAZ2B inh	JMJD2A Tudor
31: COc1ccc(NC(=O)N2CCCCC2)cc1
 : 12%	0%	-8%	0%	3%[59 µM]	22%	-3%	3%	-9%
32: CC1=C(C(=O)Nc2ccccc2C(=O)N2CCCCC2)SCCO1
 : 30%	1%	-10%	-1%	34%	-15%	14%	-13%	-9%
33: Cc1ccc(N(C)C(=O)Cn2ncc3c([nH]c4ccccc43)c2=O)cc1C
 : 3%	-3%	9%	6%	u	-1%	7%	-19%	-28%
34: CC(C)Cn1c(=O)c2c(nc3n2CCCN3CCc2ccccc2)n(C)c1=O
 : -17%	-2%	-2%	3%	u	6%	9%	u	u
35: Cc1cc(C)n(CC(O)Cn2c3ccccc3c3ccccc32)c(=O)n1 (stereo unspecified)
 : 4%	-4%	-8%[11.5 µM]	6%	3%	0%	-13%	3%	-21%
36: CCOC(=O)c1sc(NC(=S)NC(=O)CC(C)C)cc1C
 : -17%	-12%	-9%	12%	-42%	32%[activator]	u	-10%	3%[11.4 µM]
37: CCOc1cc(-c2nnc(NC(=O)c3ccco3)o2)cc(OCC)c1OCC
 : 16%	x	-10%	0%	37%[59 µM]	4%	33%[activator]	10%	-24%
38: CCOC(=O)CCC(=O)OCC(=O)NC(C)C1CC2CCC1C2 (stereo unspecified)
 : 40%[activator]	-2%	i	9%	u	1%	-5%	-37%	-3%
39: Cc1cccc(CN2CCCC(C(=O)Nc3ccc(-c4cscn4)cc3)C2)c1 (stereo unspecified)
 : 7%	1%	-5%	-1%	-36%	-6%	-5%	-33%	-25%
40: O=C(CN1CCN(c2ncccn2)CC1)Nc1ccccc1C(F)(F)F
 : 40%	7%	i	-3%	-115%	-2%	72%[activator]	-23%	-1%

Taken from above:
Reading for #32 in BAZ2B inh: -13%
Reading for #35 in BLM helicase inh: -4%

Later entries
Order of results – HP1b binding inh	BLM helicase inh	PGK inhibitor	Pin1 inh	G9a block	GLS inh	Pol iota inh	BAZ2B inh	JMJD2A Tudor
41: N=C1S/C(=C\c2ccccc2)C(=O)N1c1ccc(F)cc1
 : 63%[activator]	-2%	x	1%	-13%	-11%	23%	3%	-13%
42: CC(=O)c1sc2c(c1N)c(=O)[nH]c(=O)n2-c1ccccc1
 : 5%	-4%	i	-1%	-3%	-3%	79%[activator]	-29%	-16%
43: O=C(Cc1ccc(Cl)cc1)NNS(=O)(=O)c1ccc([N+](=O)[O-])cc1
 : 18%	2%	i	-2%	-10%[59 µM]	25%	14%	7%	-16%
44: COc1ccc(Cl)c2c1[nH]c1nc(SCc3cccnc3)nnc12
 : 28%	-10%	-5%	17%	u	56%[activator]	103%[activator]	-11%	-1%

Retrieved one by one from the entries so far, 3 records:
Order of results – HP1b binding inh	BLM helicase inh	PGK inhibitor	Pin1 inh	G9a block	GLS inh	Pol iota inh	BAZ2B inh	JMJD2A Tudor
42: CC(=O)c1sc2c(c1N)c(=O)[nH]c(=O)n2-c1ccccc1
 : 5%	-4%	i	-1%	-3%	-3%	79%[activator]	-29%	-16%
44: COc1ccc(Cl)c2c1[nH]c1nc(SCc3cccnc3)nnc12
 : 28%	-10%	-5%	17%	u	56%[activator]	103%[activator]	-11%	-1%
43: O=C(Cc1ccc(Cl)cc1)NNS(=O)(=O)c1ccc([N+](=O)[O-])cc1
 : 18%	2%	i	-2%	-10%[59 µM]	25%	14%	7%	-16%

Screens deposited in PubChem BioAssay by National Center for Advancing Translational Sciences (NCATS).
